PKA kinase inh = inhibitors of human PKA kinase activity, primary screen, biochemical, ATP-depletion luminescence, Kemptide substrate. PKA Kemptide phosphorylation, Kinase-Glo ATP luminescence. inhibition, % at 6 µM. 65,000 tested, 0.1% active. cAMP-dependent protein kinase catalytic subunit alpha (Homo sapiens), P17612;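 active = inhibition above the screen-wide mean inhibition plus 3 SD, cut at about 21% in these data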; note: many of its hits are not listed in these tables
HEK293 NFkB inh = inhibitors of PMA/ionomycin-induced NF-kB reporter, primary screen, antigen receptor NF-kB inhibitor project, cell-based, HEK-293 luciferase reporter, luminescence; inhibition, % at 3 µM; HEK-293 NF-kB luciferase reporter; 62,000 tested, 0.21% active; AID 465, 2006;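 active = inhibition above the mean of all tested compounds plus 3 SD, cut at about 40% in these data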;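 note: 0% = stimulated DMSO wells and 100% = 10 µM reference inhibitor 5653914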
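System: NF-kB luciferase reporter HEK-293 cells | Replication: Single test | Control set: DMSO vs reference inhibitor | Evaluation: % inhibition | Schedule: 1 h pretreatment, 16 h stimulation, 37 °C | Probe or stimulus: PMA with ionomycin | Compound dosing: One dose, 3 µM | Detection: Luciferase luminescence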
TNAP act DEA = human TNAP enzyme activators, primary screen, biochemical, luminescent, intermediate phosphate acceptor level | 64,000 tested, under 10 active | AID 813, 2007 | activation factor at 20 µM | purified TNAP, CDP-star luminescence, 100 mM DEA, 30 min; hits give high values; scale: 0 levamisole-inhibited, 1 vehicle-only enzyme;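 active = activation factor of at least 2 at 20 µM, relative to controls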
Jurkat viability = cytotoxicity toward Jurkat T cells, primary screen, cytotoxicity control, cell-based, Jurkat E6.1, 60K MLSMR library. Jurkat E6.1 viability, ATP luminescence, 48 h. 56,000 tested, 1.2% active. inhibition, % at 4 µM. AID 463, 2006;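 active = inhibition above the mean inhibition of all tested compounds plus 3 SD, cut at about 28% in these data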
Cdc25B block = inhibitors of Cdc25B phosphatase catalytic domain, primary screen, biochemical, OMFP fluorescence. M-phase inducer phosphatase 2 (Homo sapiens), P30305. inhibition, %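 (compounds tested at 10 µM final in the well)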. recombinant Cdc25B, OMFP fluorescence Ex485/Em525. 65,000 tested, 0.1% active. AID 368, 2006; in the data active = inhibition above about 50%
JNK3 blocker = JNK3 kinase activity inhibitors, primary screen, biochemical, human, purified enzyme. HTS. inhibition, % at 8 µM. 60,000 tested, 0.61% active. AID 746, 2007; in the data active = inhibition above about 17%;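 note: 0% = DMSO and 100% = reference inhibitor; many of its hits are not listed in these tables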
Target sequence (P53779 whole entry, looked up): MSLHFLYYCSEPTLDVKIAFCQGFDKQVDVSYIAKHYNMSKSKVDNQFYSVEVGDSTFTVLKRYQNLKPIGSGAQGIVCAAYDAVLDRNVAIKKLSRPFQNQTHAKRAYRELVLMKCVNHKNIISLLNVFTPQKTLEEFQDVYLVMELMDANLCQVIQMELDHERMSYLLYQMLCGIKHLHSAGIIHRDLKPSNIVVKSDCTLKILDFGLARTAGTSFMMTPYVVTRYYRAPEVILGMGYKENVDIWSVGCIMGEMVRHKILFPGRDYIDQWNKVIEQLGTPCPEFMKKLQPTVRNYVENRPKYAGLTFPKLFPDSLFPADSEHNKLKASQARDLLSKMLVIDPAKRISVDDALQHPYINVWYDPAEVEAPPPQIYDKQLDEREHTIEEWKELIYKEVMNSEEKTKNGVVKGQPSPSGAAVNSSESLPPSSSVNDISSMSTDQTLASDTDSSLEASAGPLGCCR
ROCK2 blocker = inhibitors of human ROCK2 kinase, primary screen, biochemical, high-throughput, luminescence; 60,000 tested, 0.35% active; Rho-associated protein kinase 2 (Homo sapiens), O75116; AID 604, 2007; inhibition, % at 6 µM; purified ROCK2, Kinase-Glo ATP depletion luminescence;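 active = inhibition above the screen-wide mean inhibition plus 3 SD, cut at about 18% in these data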;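 note: plate controls were DMSO wells for no effect and Y-27632 control wells after no-enzyme background subtraction for full effect; many of its hits are not listed in these tables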
MKP-1 inh = MKP-1 phosphatase inhibitors, primary screen, biochemical, in vitro; Dual specificity protein phosphatase 1 (Homo sapiens), P28562; recombinant MKP-1, OMFP hydrolysis fluorescence; inhibition, %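 (compounds tested at a single concentration somewhere between 10 and 100 µM)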; 65,000 tested, 0.15% active; AID 374, 2006;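 active = inhibition above about 50%, limit read from the data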;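 note: 0% = DMSO max control wells and 100% = wells with enzyme stopped by NaOH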
Target sequence (P28562 whole entry, looked up): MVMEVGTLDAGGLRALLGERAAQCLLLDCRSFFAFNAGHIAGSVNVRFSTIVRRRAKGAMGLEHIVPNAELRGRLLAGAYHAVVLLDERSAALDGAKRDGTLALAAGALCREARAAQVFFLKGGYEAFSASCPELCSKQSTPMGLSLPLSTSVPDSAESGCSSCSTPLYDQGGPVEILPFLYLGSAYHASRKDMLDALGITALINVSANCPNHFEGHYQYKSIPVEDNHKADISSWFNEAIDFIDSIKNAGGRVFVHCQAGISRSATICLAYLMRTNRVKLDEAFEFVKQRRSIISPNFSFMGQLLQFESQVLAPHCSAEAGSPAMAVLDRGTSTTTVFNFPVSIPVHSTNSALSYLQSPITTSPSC
MMP13 inh = human MMP13 inhibitors, primary screen, biochemical, FRET peptide cleavage; Collagenase 3 (Homo sapiens), P45452; MMP-13 fTHP FRET cleavage, Mca fluorescence; inhibition, % at 4 µM; 65,000 tested, 0.07% active; AID 570, 2006;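 active = inhibition above the mean of compound-free control plate wells plus 3 SD, cut at about 14% in these data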;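 note: 0% = DMSO wells and 100% = wells with reference MMP-13 inhibitor after basal subtraction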
The depositor's hits bear a star; . = no result given. Hits appear at their usual frequency; overall some 1.9% were active at least once.

Value order: PKA kinase inh, HEK293 NFkB inh, TNAP act DEA, Jurkat viability, Cdc25B block, JNK3 blocker, ROCK2 blocker, MKP-1 inh, MMP13 inh
1	O=C(NCCC1=CCCCC1)c1ccc(Br)o1
  3, 10, 0.9, 12, -4, 0, -5, 3, 1
2	O=C(Nc1ccc(O)cc1)c1cc2n(n1)C(C(F)(F)F)CC(c1ccco1)N2 (configuration not stated)
  4, -8, 0.9, 17, -8, 1, 8, 14, -4
3	CCNS(=O)(=O)c1ccc(NC(=O)Nc2cccc(OC)c2)cc1
  2, 13, 0.9, -4, -3, 0, 2, 3, -5
4	CCCC(=O)NCCSC
  0, 6, 0.9, 8, -2, -5, 4, 10, 2
5	COc1cccc(CNC(=O)CCCNS(=O)(=O)c2cccs2)c1
  3, 14, 1, 6, -12, 0, 1, -6, -3
6	c1ccc(SCc2nc3ccccc3[nH]2)nc1
  -4, ., 0.8, ., -10, 2, 0, -8, 0
7	COCCNC(=O)COc1cc(=O)n(C)c2ccccc12
  -6, 12, 0.9, 9, -9, -2, 1, 8, -1
8	CC1Cn2c(nc3c2c(=O)[nH]c(=O)n3C)O1 (configuration not stated)
  0, 10, 0.9, -5, -3, -4, 1, 24, -2
9	Cc1nc2nc[nH]n2c(=O)c1CCC(C)C
  5, 9, 0.9, 2, 0, 3, 1, -8, 1
10	Clc1cc(Cl)c2nc(N3CCCC3)sc2c1
  10, -17, 0.9, 3, 5, 2, 5, 5, 1
11	Cc1ccc(CCN2CC(C(=O)NCCCN3CCOCC3)CC2=O)cc1 (configuration not stated)
  -7, 21, 1, 10, -5, -7, -4, -1, -1
12	CCOc1ccccc1C(=O)N1CCC(n2nnc3cc(C)ccc32)CC1
  9, 14, 1, 6, -2, 9, 9, 28, -8
13	COc1ccc2nc(NC(=O)C3CCN(S(=O)(=O)c4cnc[nH]4)CC3)sc2c1
  4, 14, 0.8, 0, -1, 8, 2, -3, -2
14	COc1cc(-c2nc(S(=O)(=O)c3ccc(Cl)cc3)c(N3CCOCC3)o2)cc(OC)c1OC
  11, 13, 0.9, -4, -13, 3, 3, 19, 4
15	CCN(C(=O)CCc1nc(-c2ccc(OC)cc2)no1)c1cc(OC)ccc1OC
  3, 18, 1, ., -16, ., ., 17, 3
16	Cc1c(C(O)CN2CCN(Cc3ccc4c(c3)OCO4)CC2)c2ccccc2n1C (configuration not stated)
  5, 5, 1, 6, 0, -2, 8, -14, -2
17	COc1ccccc1N1C(=O)CC(Sc2ncccc2C(=O)O)C1=O (configuration not stated)
  2, 12, 0.9, 3, 2, 6, 5, 12, 4
18	CC(C)OC(=O)CSc1nc(N)c(C#N)c(-c2cccs2)c1C#N
  5, 18, 0.9, 17, -6, 7, 3, 15, -5
19	CCCC(=O)Nc1nc(-c2ccc3c(c2)OCCO3)cs1
  10, -39, 0.9, -5, -5, 8, 7, -4, 0
20	CCn1ncc(C2=NOC(C(=O)Nc3c(C)n(C)n(-c4ccccc4)c3=O)C2)c1C (configuration not stated)
  4, 0, 0.9, -16, -2, 6, 5, 1, -4
21	CCOC(=O)N1CCN(C(=O)C2CCN(C(=O)c3cc4sccc4n3CC)CC2)CC1
  8, 11, 0.9, 0, -12, 2, 4, 13, -2
22	CC(C)(C)N=C1NC(=NC(C)(C)C)c2ccccc21
  0, -17, 0.8, 11, -19, 0, -1, 2, -7
23	CCC(=O)N1CCc2cc(S(=O)(=O)NC(C(=O)NCc3ccc(C)cc3)C(C)C)ccc21 (configuration not stated)
  -5, 18, 1, 0, 25, 3, -5, 15, -2
24	O=C(NCc1ccc(Cl)cc1)C1CCCN(S(=O)(=O)c2cnc[nH]2)C1 (configuration not stated)
  7, 14, 0.9, 2, -10, 2, 6, 12, 1
25	CN(C)CCNC(=O)c1ccc(Cl)s1
  1, 8, 0.9, -2, -3, -4, 1, 19, -2
26	COc1ccc(N2Cc3cccc(C(=O)O)c3C2=O)cc1
  0, 15, 1, 7, 15, 2, 8, 12, -11
27	COC(=O)/C=c1/sc2nc3ccccc3n2c1=O
  5, -1, 1, -2, -15, 2, 8, 0, 3
28	O=C(c1cc2nc(-c3ccco3)cc(C(F)(F)F)n2n1)N1CCc2ccccc2C1
  7, 18, 0.8, -8, -8, 4, 7, 19, -16
29	Cc1ccc(OCc2nc(-c3ccccc3)no2)c(C)c1
  -5, -16, 0.9, 0, -11, -2, 0, -8, 3
30	COc1ccc(Nc2oc(COc3ccccc3F)nc2C#N)cc1
  4, -1, 0.9, -14, -1, -1, 5, -1, -8
31	CCOC(=O)c1cc2occc2n1CC(=O)N1CCN(C(=O)c2ccco2)CC1
  11, 7, 0.9, -4, 2, 1, 6, -21, 0
32	Cn1c(SCC(=O)N2CCOCC2)nnc1-c1ccc(Cl)cc1Cl
  5, ., 0.9, ., 6, -3, -6, -15, 6
33	O=C(CN(C1CC1)S(=O)(=O)c1ccc(S(=O)(=O)NC2CCCCC2)cc1)Nc1ccccc1
  -2, 6, 0.9, 11, -21, 4, 3, -18, 1
34	COc1ccc(NC(=O)CCN2CCCCC2)cc1
  11, 5, 0.9, -6, -2, 1, 4, -8, 5
35	O=C(COc1cccc(NC(=O)c2ccco2)c1)c1ccccc1
  5, 1, 1, 0, -14, -2, 6, 3, 2
36	COc1cc(NC(=O)Nc2cccc(C(C)=O)c2)cc(OC)c1OC
  5, 9, 0.9, 0, 0, -3, 8, 17, -8
37	CC(=O)N1CCN(C2c3cccc4cccc(c34)C2NS(=O)(=O)c2ccccc2)CC1 (configuration not stated)
  -9, ., 1, ., 4, 1, -3, 5, 0
38	O=C(O)CC(NS(=O)(=O)c1ccc(Br)cc1)c1ccco1 (configuration not stated)
  -4, 4, 0.9, ., -2, ., ., 28, 2
39	CCCCCNC(=O)C(C#N)c1nc2ccccc2nc1N1CC(C)OC(C)C1 (configuration not stated)
  3, ., 0.9, ., 7, 3, 4, -25, 0
40	CCOC(=O)CCSCC(=O)Nc1cc(C)on1
  -1, 9, 0.9, 4, 4, -2, -6, -5, 0
41	COc1ccc(OC)c(N(CC(=O)NCc2cccnc2)S(C)(=O)=O)c1
  10, 7, 0.8, 0, -9, 2, 8, 1, 3
42	CN(C)S(=O)(=O)c1cccc(C(=O)Nc2cccnc2)c1
  6, -11, 0.9, -3, -7, 4, 6, 5, 0
43	CSc1nc2[nH]c3c(c2c2nnnn12)CCCC3
  4, ., 0.9, ., -42, 0, 3, -23, -45
44	COc1ccc(/C=N/n2cncn2)cc1CSc1ccccn1
  -1, ., 0.9, ., 8, -5, -1, -15, -1
45	CCOC(=O)CNC(=O)CSc1ncnc2c1nnn2-c1ccc(F)cc1
  6, 2, 0.9, ., 7, ., ., 6, 2
46	COc1ccc(NCc2nnc(SCC(=O)N3CCCc4ccccc43)n2C)cc1
  -5, 10, 0.9, 5, -7, -5, -3, 7, 4
47	CN(C)S(=O)(=O)N1CCc2ccccc2C1
  6, 14, 0.9, 5, 4, 5, 4, 1, -7
48	O=C(CCSCCC(=O)NCCN1CCOCC1)NCCN1CCOCC1
  -2, 16, 0.9, 4, -8, -5, 0, 4, 3
49	O=C(CSCCO)Nc1cccc(C(F)(F)F)c1
  11, 19, 0.9, -5, -13, 0, 7, 7, 2
50	COc1cccc(-c2nnc(N(C)C(=O)C3CCOC3)s2)c1 (configuration not stated)
  4, 7, 1, ., -3, ., ., 7, -9
51	COc1ccc(COCC(O)CN2CCOCC2)cc1OC (configuration not stated)
  13, -2, 0.9, -6, -5, 2, 5, -12, 7
52	Cc1ccc(-c2nnn(CC(=O)Nc3ccc(S(=O)(=O)N4CCC(C)CC4)cc3)n2)cc1
  16, 21, 0.9, -4, 6, -4, 6, -12, 3
53	CC(=O)N1CCc2cc(S(=O)(=O)Nc3cccc(C(F)(F)F)c3)ccc21
  7, 34, 0.9, ., 2, ., ., 35, 3

Exported in transposed form: part of the list above
(12) CCOc1ccccc1C(=O)N1CCC(n2nnc3cc(C)ccc32)CC1
(13) COc1ccc2nc(NC(=O)C3CCN(S(=O)(=O)c4cnc[nH]4)CC3)sc2c1

screen / no.,12,13
PKA kinase inh,9,4
HEK293 NFkB inh,14,14
TNAP act DEA,1,0.8
Jurkat viability,6,0
Cdc25B block,-2,-1
JNK3 blocker,9,8
ROCK2 blocker,9,2
MKP-1 inh,28,-3
MMP13 inh,-8,-2

Structural class, the compounds so far with a COOH group (three)
Value order: PKA kinase inh, HEK293 NFkB inh, TNAP act DEA, Jurkat viability, Cdc25B block, JNK3 blocker, ROCK2 blocker, MKP-1 inh, MMP13 inh
17	COc1ccccc1N1C(=O)CC(Sc2ncccc2C(=O)O)C1=O (configuration not stated)
  2, 12, 0.9, 3, 2, 6, 5, 12, 4
26	COc1ccc(N2Cc3cccc(C(=O)O)c3C2=O)cc1
  0, 15, 1, 7, 15, 2, 8, 12, -11
38	O=C(O)CC(NS(=O)(=O)c1ccc(Br)cc1)c1ccco1 (configuration not stated)
  -4, 4, 0.9, ., -2, ., ., 28, 2

Fetched by compound from the list above, 2 records:
Value order: PKA kinase inh, HEK293 NFkB inh, TNAP act DEA, Jurkat viability, Cdc25B block, JNK3 blocker, ROCK2 blocker, MKP-1 inh, MMP13 inh
17	COc1ccccc1N1C(=O)CC(Sc2ncccc2C(=O)O)C1=O (configuration not stated)
  2, 12, 0.9, 3, 2, 6, 5, 12, 4
33	O=C(CN(C1CC1)S(=O)(=O)c1ccc(S(=O)(=O)NC2CCCCC2)cc1)Nc1ccccc1
  -2, 6, 0.9, 11, -21, 4, 3, -18, 1

Assay outcomes from PubChem BioAssay.
